SR-BI DiI inh – inhibitors of SR-BI mediated HDL lipid uptake, primary screen, ldlA[mSR-BI] cells, fluorescence, single point | Scavenger receptor class B member 1 (Mus musculus), Q61009 | ldlA[mSR-BI] CHO cells, DiI-HDL uptake fluorescence, 3 h | inhibition, % at 12.5 µM | actives 0.96% (n = 320,000) | AID 488896, 2010;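 active = mean replicate inhibition of at least 70% and a set share of replicates each scoring 70 or more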;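 note: 0% = median of neutral control wells and 100% = median of positive control wells; values of inactives mirror those of a sister screen read the other way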
HTR5A ag – HTR5A agonists in luminescence cell assay, primary screen, counter-screen for OPRM1-OPRD1 heterodimer agonist project, full-deck HTS. activation, % at 9.3 µM. AID 504692, 2011. 5-hydroxytryptamine receptor 5A (Homo sapiens), P47898. cell-based. actives 0.61% (n = 340,000); in the data active = activation mostly above about 9.5%, no sharp cut-off; inactive = mostly below about 7.6%;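 note: 0% = cells with vehicle only and 100% = reference agonist; strong numbers were not always called active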
Target sequence (P47898 whole entry, looked up): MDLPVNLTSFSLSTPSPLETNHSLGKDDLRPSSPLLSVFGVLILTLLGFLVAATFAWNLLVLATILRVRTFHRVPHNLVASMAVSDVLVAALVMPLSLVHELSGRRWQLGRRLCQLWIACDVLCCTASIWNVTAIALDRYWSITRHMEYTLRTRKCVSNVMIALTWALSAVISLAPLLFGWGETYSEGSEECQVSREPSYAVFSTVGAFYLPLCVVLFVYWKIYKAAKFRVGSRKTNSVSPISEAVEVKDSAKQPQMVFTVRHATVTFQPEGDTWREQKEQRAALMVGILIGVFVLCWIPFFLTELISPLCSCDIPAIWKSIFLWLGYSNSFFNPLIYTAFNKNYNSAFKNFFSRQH
CDK5 p35 inh – inhibitors of human CDK5/p35 kinase, primary screen, biochemical, single concentration; AID 488839, 2010; inhibition, % at 10 µM; Recombinant CDK5/p35, ADP-Glo luminescence, 60 min; Cyclin-dependent kinase 5 (Homo sapiens) + Cyclin-dependent kinase 5 activator 1 (Homo …; actives 0.01% (n = 330,000);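 active = highest replicate inhibition of at least 50% and at least 75% of replicates reaching 50%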;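 note: plate controls were DMSO neutral control for no effect and GW8510 at 10 µM for full effect; many of its hits are not listed in these tables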
Target sequence (Q00535 whole entry, looked up): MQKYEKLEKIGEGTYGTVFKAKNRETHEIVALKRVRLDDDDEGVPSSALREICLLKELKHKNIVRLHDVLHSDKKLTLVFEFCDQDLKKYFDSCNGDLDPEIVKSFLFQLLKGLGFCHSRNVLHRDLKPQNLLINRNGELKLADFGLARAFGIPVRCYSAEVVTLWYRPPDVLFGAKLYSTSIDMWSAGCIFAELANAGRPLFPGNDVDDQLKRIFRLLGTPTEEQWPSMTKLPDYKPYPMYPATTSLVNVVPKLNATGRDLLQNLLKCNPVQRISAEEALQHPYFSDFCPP
Target sequence (Q15078 whole entry, looked up): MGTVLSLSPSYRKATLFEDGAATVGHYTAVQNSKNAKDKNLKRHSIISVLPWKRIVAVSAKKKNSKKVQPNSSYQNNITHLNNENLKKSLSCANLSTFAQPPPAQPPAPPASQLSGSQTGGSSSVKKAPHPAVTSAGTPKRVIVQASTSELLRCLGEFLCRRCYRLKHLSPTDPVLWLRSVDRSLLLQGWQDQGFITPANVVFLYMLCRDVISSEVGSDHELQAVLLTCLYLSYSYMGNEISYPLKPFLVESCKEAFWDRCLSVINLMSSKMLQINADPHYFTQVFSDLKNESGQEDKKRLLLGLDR
Wnt act – Wnt/beta-catenin pathway activators, primary screen, cell-based, plate reader, single point. Wnt/beta-catenin reporter cell assay, activator. activation, % at 9.35 µM. actives 1.2% (n = 300,000). AID 743398, 2014; in the data active = activation above about 30%, passing the limit was not always enough;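 note: 0% = neutral control wells and 100% = positive control wells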
NSD2 HMT inh – NSD2 histone methyltransferase inhibitors, primary screen, biochemical, AlphaScreen, single concentration, set 2; NSD2 peptide methylation, 120 min; inhibition, % at 12.5 µM; actives 0.54% (n = 310,000); AID 743445, 2014; in the data active = inhibition above about 50%
dFosB activator – activators of delta FosB homodimer, primary screen, biochemical, fluorescence polarization, TAMRA-CDK5 oligo, single point. Protein FosB (Mus musculus), P13346. purified delta FosB; percent of positive-control signal above neutral wells. activation, % at 25 µM. actives 0.99% (n = 340,000). AID 493131, 2011;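 active = mean activation above about 17%, with every replicate also reaching it, limit read from the data, passing the limit was not always enough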;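 note: fluorescence polarization rise as delta FosB binds a TAMRA Cdk5 AP-1 oligo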
HTR5A inv ctr – HTR5A inverse agonists in luminescence cell assay, primary screen, counter-screen for OPRM1-OPRD1 heterodimer inverse agonist project, full-deck HTS; actives 0.083% (n = 340,000); inhibition, % at 9.3 µM; 5-hydroxytryptamine receptor 5A (Homo sapiens), P47898; AID 504634, 2011; HTR5A cell line, inverse agonism; in the data active = inhibition mostly above about 23%, no sharp cut-off; inactive = mostly below about 18%;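 note: 0% = cells with DMSO and 100% = no-cell wells with DMSO; some compounds called inactive have numbers as strong as hits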
MITF act – activators of MITF-driven TRPM1 promoter reporter, primary screen, cell-based, SK-MEL-5, luciferase, single point | SK-MEL-5 TRPM1-promoter luciferase, 24 h; % of positive control, neutral wells = 0 | actives 0.75% (n = 300,000) | AID 588334, 2011 | activation, % at 12.5 µM;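 active = mean activation of at least 80% with every replicate also reaching 80%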;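 note: 0% = neutral control wells and 100% = parthenolide positive control wells; values of inactives mirror those of a sister screen read the other way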
V-ATPase pHluor – regulators of yeast V-ATPase proton pumping, primary screen, pHLuorin cytosolic pH fluorescence. actives 0.37% (n = 350,000). AID 504577, 2011. response, % at 10 µM. S. cerevisiae; in the data active = response mostly above about 7.3%, no sharp cut-off; inactive = mostly below about 5.4%; note: actives read high; inactives centre near 0; some compounds called inactive have numbers as strong as hits; reference of the scale not given here
PvdQ inh – P. aeruginosa PvdQ acylase inhibitors, primary screen, biochemical, fluorescence, plate reader and imaging, single point; purified PvdQ acylase; inhibition, % at 10 µM; AID 488965, 2010; actives 0.063% (n = 340,000); in the data active = inhibition above about 30%, passing the limit was not always enough;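 note: 0% = vehicle neutral wells and 100% = reference inhibitor wells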
* marks the source's active call; other numbers are inactive results.

`CN(C)S(=O)(=O)Nc1cccc(-c2cn3c(n2)SCC3)c1` gave SR-BI DiI inh -7, HTR5A ag -3, CDK5 p35 inh 0.1, Wnt act -1, NSD2 HMT inh 1, dFosB activator -3, HTR5A inv ctr 16, MITF act -9, V-ATPase pHluor 1 and PvdQ inh -1.
`CCOC(=O)c1c(NC(=S)NCCc2ccccc2)sc2c1CC(C(C)C)OC2` (stereo not drawn) gave SR-BI DiI inh -5, HTR5A ag 2, CDK5 p35 inh -1.1, Wnt act 0, NSD2 HMT inh -1, dFosB activator 1, HTR5A inv ctr -6, MITF act -10, V-ATPase pHluor 1 and PvdQ inh -10.
Screening CC1(C)CC(NC(=O)c2cccc(F)c2)CC(C)(C)N1 returned HTR5A ag 0, CDK5 p35 inh -0.7, Wnt act -1, NSD2 HMT inh -2, dFosB activator 9, HTR5A inv ctr -1, V-ATPase pHluor -1 and PvdQ inh -12.
Cc1ccc(C(=O)NCC(=O)OCC(=O)NCCc2ccccc2)s1 was read as SR-BI DiI inh -8, HTR5A ag 3, CDK5 p35 inh 0.1, Wnt act -2, NSD2 HMT inh 0, dFosB activator 2, HTR5A inv ctr -9, MITF act 15, V-ATPase pHluor -3 and PvdQ inh -6.
Screening O=C(COc1ccc(Br)cc1)NNC(=O)c1cc(S(=O)(=O)N2CCOCC2)ccc1Cl returned SR-BI DiI inh 2, HTR5A ag 2, CDK5 p35 inh -0.4, Wnt act 1, NSD2 HMT inh 1, dFosB activator -1, HTR5A inv ctr -5, MITF act -1, V-ATPase pHluor 4 and PvdQ inh -5.
`O=C(CC1Nc2cccc3cccc(c23)NC1=O)Nc1ccccc1` (stereo not drawn) gave SR-BI DiI inh 27, HTR5A ag 2, CDK5 p35 inh -6.5, NSD2 HMT inh 12, dFosB activator -17, HTR5A inv ctr -25, MITF act -18, V-ATPase pHluor -1 and PvdQ inh -2.
For CCOC(=O)[C@H]1[C@H]2COc3cc(OC)ccc3[C@@H]2N2C(=O)CN(Cc3ccccc3)C(=O)[C@@]12C the results were SR-BI DiI inh 15, HTR5A ag -2, CDK5 p35 inh 0.3, Wnt act -4, dFosB activator 1, HTR5A inv ctr -25, MITF act 5, V-ATPase pHluor 0 and PvdQ inh 2.
`COc1ccc(Cn2nnnc2CN2CCc3ccccc32)cc1` gave SR-BI DiI inh 7, HTR5A ag 3, CDK5 p35 inh 1.1, Wnt act -3, NSD2 HMT inh -1, dFosB activator -6, HTR5A inv ctr -8, MITF act -5, V-ATPase pHluor 4 and PvdQ inh 7.
NC(N)=NS(=O)(=O)c1ccc(N)cc1 was read as SR-BI DiI inh -9, HTR5A ag 5, CDK5 p35 inh -0.8, Wnt act 0, dFosB activator -1, HTR5A inv ctr -26, MITF act -5, V-ATPase pHluor -1 and PvdQ inh -8.
Screening O=C(c1cccs1)N1CCN(C/C=C/c2ccccc2)CC1 returned SR-BI DiI inh -10, HTR5A ag 1, CDK5 p35 inh 1.7, NSD2 HMT inh -1, dFosB activator -2, HTR5A inv ctr 5, MITF act 3, V-ATPase pHluor 0 and PvdQ inh -12.
Screening O=S1(=O)CCN2C(c3ccco3)=CSC2=N1 returned SR-BI DiI inh -12, HTR5A ag 7, CDK5 p35 inh 0.9, Wnt act -1, NSD2 HMT inh 7, dFosB activator -2, HTR5A inv ctr -19, MITF act -6, V-ATPase pHluor -3 and PvdQ inh -11.
For Cn1c(SCC(=O)Nc2ccc3c(c2)OCCO3)nnc1-c1ccncc1 the results were HTR5A ag 1, CDK5 p35 inh 1.2, Wnt act -1, NSD2 HMT inh 77*, dFosB activator 2, HTR5A inv ctr -11, MITF act 3, V-ATPase pHluor 0 and PvdQ inh -8.
COC(=O)c1ccccc1NC(=O)CC(=O)Nc1ccccc1C(=O)OC was read as SR-BI DiI inh -1, HTR5A ag -1, CDK5 p35 inh -0.3, Wnt act 0, NSD2 HMT inh -2, dFosB activator -18, HTR5A inv ctr 4, MITF act 12, V-ATPase pHluor -3 and PvdQ inh -10.
`CCCc1nc2oc3c(=O)[nH]cnc3c2c2c1CCCC2` gave SR-BI DiI inh 11, HTR5A ag -5, CDK5 p35 inh -1.2, Wnt act -1, NSD2 HMT inh -1, dFosB activator -9, HTR5A inv ctr -25, MITF act -12, V-ATPase pHluor -4 and PvdQ inh -8.
For O=C(CSc1ccc(Br)cc1)Nc1ccccc1N1CCOCC1 the results were SR-BI DiI inh 12, HTR5A ag 2, CDK5 p35 inh -0.7, Wnt act -1, NSD2 HMT inh 0, dFosB activator -12, HTR5A inv ctr -11, MITF act -4, V-ATPase pHluor 2 and PvdQ inh -1.

Of the compounds above, these contain an aryl methoxy group.
For CCOC(=O)[C@H]1[C@H]2COc3cc(OC)ccc3[C@@H]2N2C(=O)CN(Cc3ccccc3)C(=O)[C@@]12C the results were SR-BI DiI inh 15, HTR5A ag -2, CDK5 p35 inh 0.3, Wnt act -4, dFosB activator 1, HTR5A inv ctr -25, MITF act 5, V-ATPase pHluor 0 and PvdQ inh 2.
`COc1ccc(Cn2nnnc2CN2CCc3ccccc32)cc1` gave SR-BI DiI inh 7, HTR5A ag 3, CDK5 p35 inh 1.1, Wnt act -3, NSD2 HMT inh -1, dFosB activator -6, HTR5A inv ctr -8, MITF act -5, V-ATPase pHluor 4 and PvdQ inh 7.

More compounds:
For COC(=O)C1=CN(c2cccc(Cl)c2)C=C(C(=O)OC)C1c1cccc(OC)c1 the results were SR-BI DiI inh -2, HTR5A ag 4, CDK5 p35 inh -0.7, Wnt act 2, NSD2 HMT inh -2, dFosB activator -13, HTR5A inv ctr -14, MITF act -5, V-ATPase pHluor -3 and PvdQ inh -11.
`CC(C)c1ccc(NC(=O)C(c2ccc3c(c2)OCO3)N2CCC3(CC2)OCCO3)cc1` (stereo not drawn) gave SR-BI DiI inh 2, HTR5A ag 3, CDK5 p35 inh 0.3, NSD2 HMT inh 1, dFosB activator -7, HTR5A inv ctr -18, MITF act -2, V-ATPase pHluor -1 and PvdQ inh -1.
Screening Cc1ccccc1CN(C)C(=O)[C@H](Cc1ccccc1)NC(=O)c1ccco1 returned SR-BI DiI inh -19, HTR5A ag 3, CDK5 p35 inh 2.2, Wnt act 10, NSD2 HMT inh 0, dFosB activator -4, HTR5A inv ctr -10, MITF act 1, V-ATPase pHluor -2 and PvdQ inh 9.
c1ccc2oc(SCc3nc4ccccc4s3)nc2c1 was read as SR-BI DiI inh 14, HTR5A ag -8, CDK5 p35 inh 1.6, NSD2 HMT inh -1, dFosB activator -15, HTR5A inv ctr 22, MITF act 60, V-ATPase pHluor -3 and PvdQ inh -12.
For Cc1ccc(SCC(=O)NCCCN2CCOCC2)cc1 the results were SR-BI DiI inh 2, HTR5A ag 2, CDK5 p35 inh -0.7, NSD2 HMT inh 0, dFosB activator 2, HTR5A inv ctr -6, MITF act -5, V-ATPase pHluor 0 and PvdQ inh -9.
For COc1cccc(OC)c1OCCCOc1c(OC)cccc1OC the results were SR-BI DiI inh 26, HTR5A ag 1, CDK5 p35 inh -1.6, Wnt act -5, NSD2 HMT inh 2, dFosB activator 3, HTR5A inv ctr -2, MITF act -8, V-ATPase pHluor -3 and PvdQ inh -13.
O=C(O)CCCCCCNC(=O)c1cncc(O)c1 was read as SR-BI DiI inh 1, HTR5A ag -5, CDK5 p35 inh 0.9, Wnt act -1, dFosB activator -19, HTR5A inv ctr 14, MITF act -8, V-ATPase pHluor 1 and PvdQ inh -5.
`CCc1nc2ccc(C(=O)NCCc3ccc(OC)c(OC)c3)cc2nc1CC` gave SR-BI DiI inh 56, HTR5A ag 0, CDK5 p35 inh -3.0, Wnt act 2, NSD2 HMT inh 0, dFosB activator -19, HTR5A inv ctr 0, MITF act 12, V-ATPase pHluor 2 and PvdQ inh -13.
CCNC(=S)N1CCN(c2ncccn2)CC1 was read as SR-BI DiI inh -14, HTR5A ag 2, CDK5 p35 inh -3.6, NSD2 HMT inh 6, dFosB activator -2, HTR5A inv ctr -11, MITF act -1, V-ATPase pHluor 1 and PvdQ inh -9.
For CC1CN(C2=Nc3cccc4cccc2c34)CC(C)O1 (stereo not drawn) the results were SR-BI DiI inh -1, HTR5A ag 4, CDK5 p35 inh 1.0, Wnt act 3, NSD2 HMT inh 6, dFosB activator 9, HTR5A inv ctr -11, MITF act 1, V-ATPase pHluor 4 and PvdQ inh 6.
`O=C(CN1CCOCC1)Nc1ncc(Cc2ccccc2Cl)s1` gave SR-BI DiI inh -4, HTR5A ag 5, CDK5 p35 inh 5.8, Wnt act 0, dFosB activator -1, HTR5A inv ctr 1, MITF act 6, V-ATPase pHluor -2 and PvdQ inh -14.
`Cc1ccc(C(=O)Nc2ccc(-c3csc(C)n3)cc2)cc1` gave SR-BI DiI inh 37, HTR5A ag 4, CDK5 p35 inh 5.0, Wnt act 24, NSD2 HMT inh 1, dFosB activator -1, HTR5A inv ctr -11, MITF act 34, V-ATPase pHluor 1 and PvdQ inh 17.
`O=C(Nc1ccc(F)cc1F)c1ccc(S(=O)(=O)N2CCCCC2)cc1` gave SR-BI DiI inh 35, HTR5A ag 1, CDK5 p35 inh 1.3, Wnt act -2, NSD2 HMT inh 2, dFosB activator -8, HTR5A inv ctr -51, MITF act -9, V-ATPase pHluor 1 and PvdQ inh -11.
`O=c1ccc2ccc(O)cc2o1` gave SR-BI DiI inh -6, HTR5A ag 0, CDK5 p35 inh -0.3, Wnt act -1, dFosB activator 1, HTR5A inv ctr 4, MITF act 12, V-ATPase pHluor 3 and PvdQ inh 11.
Screening CCOc1ccc(NC(=O)CN(C)C(=O)CCc2ccccc2Cl)cc1OCC returned SR-BI DiI inh 30, HTR5A ag -2, CDK5 p35 inh -0.1, Wnt act 2, NSD2 HMT inh 0, dFosB activator -7, HTR5A inv ctr -16, MITF act 4, V-ATPase pHluor -1 and PvdQ inh -10.
Screening CC(=N[C@@H]1CCCC[C@H]1N=C(C)c1ccccc1O)c1ccccc1O returned SR-BI DiI inh -15, HTR5A ag 6, CDK5 p35 inh -0.7, Wnt act -5, NSD2 HMT inh -1, dFosB activator 2, HTR5A inv ctr 0, MITF act 10, V-ATPase pHluor 4 and PvdQ inh -4.
For COc1ccc(N2CC(C(=O)NCCc3ccc(Cl)cc3)CC2=O)c(OC)c1 (stereo not drawn) the results were SR-BI DiI inh 79*, HTR5A ag -3, CDK5 p35 inh -0.3, Wnt act -4, NSD2 HMT inh 0, dFosB activator -4, HTR5A inv ctr 7, MITF act 14, V-ATPase pHluor -5 and PvdQ inh 4.
O=C(NC1CCCc2ccccc21)c1ccc(F)cc1F (stereo not drawn) was read as HTR5A ag 0, CDK5 p35 inh 0.4, Wnt act -2, NSD2 HMT inh -5, dFosB activator -3, HTR5A inv ctr -7, MITF act -1, V-ATPase pHluor 0 and PvdQ inh -6.

Bioassay records: PubChem BioAssay, several laboratories

Not a hit list; any-hit rate near 5%.
